hcDAF12 agonist: H. contortus DAF-12 nuclear receptor activators, primary screen, cell-based, luminescence, HEK293, lit1-tk-luc reporter; activation, % at 6.8 µM; 1.4% of 370,000 active; HEK293 hcDAF-12 lit1-tk-luc reporter; 0% DMSO, 100% Δ7-dafachronic acid;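 active = activation above the mean of all tested compounds plus 3 SD, cut at about 5.5% in these data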;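 also: 100% = response to 3 µM Δ7-dafachronic acid high control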
SMARCA2 activ: SMARCA2 (BRM) function activators, primary screen, cell-based, luminescence, high throughput | MG213 cells, MMTV-luciferase reporter, dexamethasone, overnight | activation, % at 9.1 µM | 1% of 370,000 active | AID 652017, 2013; in the data active = activation above about 7.8%;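 also: 0% = vehicle wells and 100% = reference activator wells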
ADAM10 inh: human ADAM10 inhibitors, primary screen, biochemical, QFRET, HTS. recombinant ADAM10, EDANS/DABCYL FRET peptide cleavage, 3 h. Disintegrin and metalloproteinase domain-containing protein 10 (Homo sapiens), O14672. 0.62% of 370,000 active. AID 720582, 2013. inhibition, % at 7 µM;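 active = inhibition above a per-campaign cutoff equal to the mean of compounds falling between control-based bounds plus 3 SD, cut at about 20% in these data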;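 also: 0% = DMSO wells while the 100% control is not disclosed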
ssDAF-12 act: S. stercoralis DAF-12 nuclear receptor activators, primary screen, cell-based, luminescence, HEK293, GRIP1 co-expression, lit1-tk-luc; 1% of 370,000 active; HEK293 ssDAF-12/GRIP1 lit1-tk-luc reporter; % of 3 µM dafachronic acid response; Nuclear hormone receptor DAF-12 (Strongyloides stercoralis); activation, % at 6.8 µM;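 active = activation above the mean over all tested compounds plus 3 SD, cut at about 0.9% in these data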;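 also: 0% = DMSO-only wells and 100% = 3 µM delta7-dafachronic acid wells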
GC-B act: human GC-B receptor activators, primary screen, HEK293 GC-B cells, cGMP TR-FRET, EC30 CNP; 0.11% of 370,000 active; 0% at EC30 CNP, 100% saturating CNP; activation, % at 10 µM;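 active = activation at 10 µM reaching about 35% in either raw or pattern-adjusted values, limit read from the data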
GC-A act: GC-A stimulated cGMP production enhancers – HEK293 GC-A cells, cGMP TR-FRET, EC30 ANP, primary screen; 0.14% of 370,000 active; activation, % at 10 µM; AID 1671463, 2021; 0% at EC30 ANP, 100% saturating ANP; in the data active = activation above about 40%
DAX1 inh-1: DAX1 (NR0B1) inhibitors, primary screen, cell-based, HEK293, Gal4-DAX1, luciferase luminescence | AID 504766, 2011 | inhibition, % at 6.75 µM | HEK293 Gal4-DAX1 luciferase reporter | 0.99% of 340,000 active;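 active = inhibition above the mean over all tested compounds plus 3 SD, cut at about 4.2% in these data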;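 also: 0% = DAX1-transfected cells with DMSO and 100% = empty-vector control cells with DMSO; inhibition shows as a rise in luminescence from relieved DAX1 repression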
Target sequence (P51843 207-470 limits assumed): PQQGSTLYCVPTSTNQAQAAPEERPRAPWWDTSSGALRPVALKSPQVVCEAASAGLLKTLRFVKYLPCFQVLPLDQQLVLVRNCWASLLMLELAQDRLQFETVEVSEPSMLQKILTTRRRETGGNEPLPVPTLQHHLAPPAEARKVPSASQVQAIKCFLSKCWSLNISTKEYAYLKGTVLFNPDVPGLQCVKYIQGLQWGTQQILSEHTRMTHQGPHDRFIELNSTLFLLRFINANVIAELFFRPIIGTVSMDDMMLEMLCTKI
hgDAF12 agonist: H. glycines DAF-12 receptor agonists, primary screen, cell-based, luminescence, HEK293, GAL4 fusion, UAS-luciferase; HEK293 GAL4-hgDAF12 UAS-luciferase reporter, agonist luminescence; normalized to butyrate control; activation, % at 6.8 µM; 1.8% of 370,000 active; AID 687014, 2013;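 active = activation above a cutoff set at the mean of all screened compounds plus 3 SD, cut at about 10% in these data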;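 also: 0% = DMSO wells and 100% = sodium butyrate wells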
GAA850 FXN act: FXN promoter activators, primary screen, cell-based, luciferase luminescence, HEK293 lucGAA850; activation, % at 6 µM; 0.56% of 360,000 active; HEK293 lucGAA850 FXN promoter luciferase reporter, 24 h; percent of 10 µM SAHA response;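 active = activation above the average of all compounds screened plus 3 SD, cutoff fixed separately per campaign, cut at about 7.5% in these data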;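 also: 0% = DMSO wells and 100% = 10 µM SAHA wells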
HGIII-sPLA2 inh: human group III sPLA2 inhibitors, primary screen, biochemical, QFRET, BODIPY PC-A2 liposome substrate; Group 3 secretory phospholipase A2 (Homo sapiens), Q9NZ20; QFRET BODIPY PC-A2 liposome hydrolysis, fluorescence; inhibition, % at 12.2 µM; 0.56% of 370,000 active; AID 743126, 2013;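 active = inhibition above mean plus 3 SD of compounds lying within the high and low control bounds, cut at about 19% in these data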;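 also: 0% = median of test compound wells and 100% = no enzyme DMSO wells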
Target sequence (Q9NZ20 whole entry, looked up): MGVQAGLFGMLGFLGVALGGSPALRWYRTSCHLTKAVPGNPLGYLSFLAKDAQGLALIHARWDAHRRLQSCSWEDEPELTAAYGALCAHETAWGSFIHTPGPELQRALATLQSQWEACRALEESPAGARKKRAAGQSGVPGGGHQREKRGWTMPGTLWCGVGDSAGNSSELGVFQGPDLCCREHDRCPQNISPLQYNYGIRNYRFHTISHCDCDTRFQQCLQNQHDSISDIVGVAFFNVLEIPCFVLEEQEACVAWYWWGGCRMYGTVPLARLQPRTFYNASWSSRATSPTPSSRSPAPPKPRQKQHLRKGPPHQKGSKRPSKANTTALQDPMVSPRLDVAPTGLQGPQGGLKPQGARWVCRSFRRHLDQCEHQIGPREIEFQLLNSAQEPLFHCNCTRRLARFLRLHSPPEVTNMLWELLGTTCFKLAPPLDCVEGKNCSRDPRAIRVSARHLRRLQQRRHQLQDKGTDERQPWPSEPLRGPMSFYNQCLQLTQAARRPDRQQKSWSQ
DAX1 inh-2: DAX1 (NR0B1) inhibitors on StAR promoter, primary screen, cell-based, luminescence, SF-1 (NR5A1), full-length DAX-1 | HEK293T StAR-luciferase reporter, SF-1/DAX-1 repression relief | inhibition, % at 6.8 µM | 1.1% of 370,000 active | AID 652010, 2013;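 active = inhibition above the mean over all tested compounds plus 3 SD, cut at about 3.6% in these data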;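 also: 0% = DAX-1 cells with DMSO and 100% = cells lacking DAX-1 with DMSO; higher inhibition means more luminescence from relief of DAX-1 repression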
An asterisk follows results filed as active; x = not tested or not shown.

Compound,SMARCA2 activ,GAA850 FXN act,ADAM10 inh,ssDAF-12 act,DAX1 inh-1,DAX1 inh-2,hcDAF12 agonist,GC-B act,HGIII-sPLA2 inh,hgDAF12 agonist,GC-A act
CCOc1ccc(C(=O)NCc2ccco2)cc1OCC,-0.9,2.9,4.2,-0.7,1.6,-0.5,-0.3,10.4,15.0,0.9,3.1
CC(NC(=O)c1cccc(S(=O)(=O)N2CCN(Cc3ccccc3)CC2)c1)c1ccc(Cl)cc1 (configuration not stated),-1.1,0.0,17.2,-1.4,-0.1,-2.8,0.2,-1.8,-13.5,-1.2,-0.2
CCOc1ccccc1/C=N/Nc1ccnc(=O)[nH]1,4.9,5.4,-3.8,0.4,-0.1,1.5,3.6,-3.4,-1.3,8.2,-7.7
CC(C(=O)O)n1cc(C#N)c(=O)[nH]c1=O (configuration not stated),-1.0,-0.7,-12.8,-1.3,0.0,-0.3,-1.7,2.4,5.6,4.2,-2.9
CCOC(=O)c1c(NC(=O)Nc2cccc(Cl)c2)sc(C)c1C,-2.5,1.8,-9.9,-1.1,0.3,-0.6,-1.8,-5.6,2.3,-1.9,-0.8
CCCN1CC23C=CC(O2)C(C(=O)O)C3C1=O (configuration not stated),-0.6,-1.4,-10.0,-0.8,5.0*,-0.7,1.3,0.3,-1.4,-0.9,1.0
Cc1ccc(S(=O)(=O)Nc2ccnc(-c3cccnc3)n2)cc1,-4.9,-1.6,1.4,0.1,-0.7,-0.7,-1.2,1.2,-4.7,2.9,-2.5
Cc1cccc(/C=N/NC(=O)Cc2ccc(Cl)cc2)c1O,-0.3,1.2,8.1,-1.8,0.1,-0.6,-1.5,-1.0,-7.7,-3.8,1.4
Cc1ccc(N(C(=O)C2CCCO2)C2C=CS(=O)(=O)C2)cc1Cl (configuration not stated),-3.2,2.6,-7.4,-1.7,1.1,0.2,-3.1,-8.0,-3.3,4.0,-0.1
CCn1c(SCC(=O)Nc2ccc3c(c2)c2ccccc2n3CC)nnc1-c1cnccn1,-4.3,-6.6,15.1,-0.6,-1.6,-2.6,-1.5,0.2,-9.4,-0.8,-0.9
COC(=O)[C@]1(Sc2ccc(C)cc2)CC(=O)N[C@@H]1c1ccccc1,-3.7,x,-1.7,-1.0,x,1.7,0.0,3.0,2.6,-2.0,-0.5
Cc1cc(C)cc(NC(=O)C[n+]2ccccc2)c1,-2.2,2.1,-2.4,-1.2,2.2,0.1,-1.0,2.3,-1.4,1.1,4.3
Cc1nn(C)cc1/C=N/NC(=O)Cn1cncn1,-2.3,-0.9,-8.6,-0.5,x,-0.5,1.9,4.5,-2.9,-0.4,4.7
CC(C)CC1OC(C)Cc2[nH][nH]c(=O)c21 (configuration not stated),-2.2,x,-5.7,-1.2,x,-1.0,-0.5,2.6,8.9,-2.7,-0.3
Cc1ccccc1CN(c1ccc(C(=O)NCc2ccccn2)cc1)S(C)(=O)=O,1.8,0.7,3.6,-0.3,-0.1,-0.7,-1.5,x,-0.1,-3.5,x
Cc1ccc(N(C(=O)Cn2nnc(-c3cccs3)n2)C(C(=O)NC2CCCC2)c2ccncc2)cc1 (configuration not stated),2.2,-2.8,2.1,-1.1,1.2,0.2,-0.1,-6.1,0.1,1.6,0.7
CCn1c(SCC(=O)c2ccc(Cl)cc2)nnc1C(C)C,1.0,-1.2,8.4,-0.1,2.1,0.6,1.1,2.2,-15.1,1.2,5.2
COc1ccc(NC(=O)CC2C(=O)NCCN2C(=O)Nc2ccc(C(F)(F)F)cc2)cc1 (configuration not stated),-1.9,2.5,12.0,-0.9,0.1,-2.6,0.5,-8.0,-12.5,0.8,2.3
NC(=O)C1CCN(S(=O)(=O)Cc2ccccc2Cl)CC1,-1.3,0.2,-8.5,-1.9,1.2,1.2,-2.8,-2.8,2.8,-0.8,-1.9
CCOC(=O)C1=C(C(=O)OCC)C2N(Cc3ccc(C#N)cc3)c3ccccc3[C@@]23C[C@@H](C(=O)OC)N(S(=O)(=O)c2c(C)noc2C)C3=N1 (some centres not stated),-2.6,x,-1.8,-1.1,x,-0.9,-0.9,7.5,5.0,0.1,1.1
Cc1ccc2c(c1)-n1c(nc3ccccc3c1=O)C(CC(C)C)NC2=O (configuration not stated),0.6,x,-1.9,-1.2,x,0.3,-1.2,7.2,4.4,2.1,-2.7
CN(C)CCCn1c(SCc2c(Cl)cccc2Cl)nnc1-c1ccncc1,-1.4,1.6,3.9,-1.8,-0.6,0.7,0.7,2.3,-2.3,2.6,2.5
O=C(Nc1cc(C(F)(F)F)ccc1N1CCOCC1)c1ccc2ccccc2n1,1.3,1.9,-15.3,0.9,2.0,0.8,5.1,-8.1,1.8,2.9,-5.6
CCOc1cccc(/C=N/N2C(=O)CSC2=S)c1O,-3.7,0.1,0.7,-0.8,0.1,-0.1,0.2,-1.1,11.9,-0.4,-4.1
COC(=O)CN1C(=O)N/C(=C/c2ccc(C)o2)C1=O,4.5,2.4,-18.0,-1.1,1.1,-0.7,0.9,0.5,-2.1,1.6,1.7
O=C(CCNS(=O)(=O)c1ccccc1)NCCCc1ccccc1,-1.7,0.2,3.6,-0.5,2.8,0.6,-0.8,-0.7,0.0,-0.3,1.4
Cc1cc(Cl)ccc1NC(=O)/N=C1/NC(=O)CS1,-0.2,x,-1.7,1.1*,x,0.6,0.7,-7.7,5.4,-1.1,4.1
COc1ccccc1OCC(=O)Nc1ccncc1,-0.8,-0.7,7.0,-0.5,-0.5,-0.2,-1.0,6.9,1.3,-2.0,0.1
COc1ccc(NC2CCCN(C(=O)c3csc(C(C)C)n3)C2)cc1 (configuration not stated),-0.9,1.1,6.1,-0.9,-0.1,0.3,-0.4,4.2,4.7,-0.8,4.3
COc1ccccc1NCC(=O)N/N=C(\C)c1ccc(Br)s1,-1.3,0.9,-5.1,-1.0,-2.0,-0.3,-1.2,-7.1,6.6,-4.0,-5.9
COc1cccc(C(=O)c2sc(NC(C)C)nc2N)c1,3.5,12.1*,0.1,-2.5,0.0,-2.3,-3.7,-2.9,0.1,3.2,-2.6
Cc1ccc(N(CC(=O)NC(C)C)C(=O)CCC(=O)Nc2nccs2)cc1C,-0.1,-0.8,4.4,-1.1,0.7,-0.3,-0.8,3.1,2.6,-2.2,1.1
O=C(Nc1ccc(F)cc1)c1nn(-c2ccccc2)c(=O)cc1Cl,-3.7,-4.7,-0.3,-1.5,-3.2,-1.1,-2.3,-4.1,-5.3,-0.9,-11.6
Cc1nc2c(ccc3c2ccc2nc(C)sc23)s1,3.7,x,4.5,-0.9,x,0.5,0.5,1.8,-3.2,2.6,-2.4
O=C(OCCN=C1NS(=O)(=O)c2ccccc21)c1cccs1,-2.2,0.8,4.7,-1.9,0.1,-0.2,-0.6,0.9,0.7,1.6,-3.1
CCn1c(=O)c2c(n3cnnc13)-c1ccccc1CC21CCCCC1,0.6,3.4,-3.6,-1.5,-1.8,-1.2,-0.5,-7.3,-2.4,0.3,1.2
Cc1ccc(S(=O)(=O)Nc2ccc3c(c2)C(=O)N([C@@H](C)CO)C[C@@H](C)[C@@H](CN(C)S(=O)(=O)c2ccccc2)OCCCC[C@H](C)O3)cc1,-4.5,-6.6,22.9*,-1.2,-1.2,0.8,-0.7,-5.3,-50.2,-2.0,-6.8
Cc1cnc(NC(=O)CCCNC(=O)c2ccc(Cl)cc2)s1,2.5,5.7,-1.8,0.0,1.6,5.5*,3.6,-4.4,-0.4,5.3,-4.9
CCCCCCC/C=C(\C)[C@@H](O)[C@@H](C)C(=O)N1CCC[C@@H]1C(=O)O[C@H](C(=O)O[C@@H](C)C(=O)O)[C@@H](C)CC,x,x,-1.9,-1.3,x,x,0.5,-0.2,-58.2,-0.2,0.6
Cc1ccc(C(=O)OCCOc2cccc(Cl)c2)cc1S(=O)(=O)N1CCOCC1,-3.5,5.0,4.8,-1.1,0.4,-2.0,-0.4,1.0,-15.9,-0.5,0.3
CCCCc1c(-c2ccccc2OC)ncn1Cc1ccc(C(C)(C)C)cc1,-9.6,x,11.0,-1.1,x,-2.4,-1.6,10.2,0.0,-4.0,-2.5
Cc1ccc(NC(=O)C2CCCN(S(=O)(=O)c3cccnc3)C2)c(C)c1 (configuration not stated),-0.5,-0.5,-2.7,-0.3,1.5,-0.1,-1.3,3.8,2.3,2.5,10.2
CC1(C)C[C@@H](O)[C@]2(C)CC[C@]3(C)C(=CCC4[C@@]5(C)CC[C@H](O)[C@](C)(CO)C5CC[C@]43C)[C@@H]2C1 (some centres not stated),0.7,1.8,-11.7,-0.9,2.1,0.3,-1.4,-4.5,2.4,-2.6,1.3
CCOC(=O)C1(C)CCCN1C(=O)c1cc(F)ccc1C (configuration not stated),0.8,-0.8,-2.4,-0.7,x,-1.4,0.1,3.1,-4.3,-2.5,3.6
O=C(NCCCN1CCOCC1)c1cc2c(s1)CCC2,-0.4,2.2,6.9,-0.5,1.1,0.6,0.6,6.8,1.6,0.9,0.4
CCOc1ccccc1NC(=O)c1nnn(CC(=O)Nc2cc(C)cc(C)c2)c1N,2.8,0.1,1.4,-1.4,0.4,-0.3,-0.6,1.7,-0.1,2.8,-1.6
S=C(NCc1ccco1)Nc1ccc(Br)cn1,2.0,1.1,-9.2,-0.8,0.6,-0.1,-0.9,7.4,5.9,1.1,1.1
CCCNC(=S)N1CCC(C(=O)c2ccc(Cl)cc2)CC1,-4.9,-2.6,-1.4,-2.0,-2.1,-0.8,-0.3,-7.5,16.7,-2.5,1.3

Some of these compounds in order of the GC-A act value, highest first:
| SMILES | SMARCA2 activ | GAA850 FXN act | ADAM10 inh | ssDAF-12 act | DAX1 inh-1 | DAX1 inh-2 | hcDAF12 agonist | GC-B act | HGIII-sPLA2 inh | GC-A act |
| --- | --- | --- | --- | --- | --- | --- | --- | --- | --- | --- |
| CCCNC(=S)N1CCC(C(=O)c2ccc(Cl)cc2)CC1 | -4.9 | -2.6 | -1.4 | -2.0 | -2.1 | -0.8 | -0.3 | -7.5 | 16.7 | 1.3 |
| O=C(NCCCN1CCOCC1)c1cc2c(s1)CCC2 | -0.4 | 2.2 | 6.9 | -0.5 | 1.1 | 0.6 | 0.6 | 6.8 | 1.6 | 0.4 |
| CCCCc1c(-c2ccccc2OC)ncn1Cc1ccc(C(C)(C)C)cc1 | -9.6 | x | 11.0 | -1.1 | x | -2.4 | -1.6 | 10.2 | 0.0 | -2.5 |

Source: PubChem (several laboratories)
